Screening data from PubChem BioAssay.
proKLK7 act = proKLK7 zymogen activators, primary screen, biochemical, fluorescence intensity; Kallikrein-7 (Homo sapiens), P49862; purified proKLK7, EDANS-DABCYL substrate fluorescence; 100% is mature enzyme control, 0% vehicle; activation, % at 7 µM; hit rate 0.9% among 370,000;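 active = activation above the mean of all tested compounds plus 3 SD, computed per campaign excluding outliers beyond control limits, cut at about 13% in these data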
HGIII-sPLA2 inh = human group III sPLA2 inhibitors, primary screen, biochemical, QFRET, BODIPY PC-A2 liposome substrate | hit rate 0.56% among 370,000 | inhibition, % at 12.2 µM | QFRET BODIPY PC-A2 liposome hydrolysis, fluorescence;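 active = inhibition above mean plus 3 SD of compounds lying within the high and low control bounds, cut at about 19% in these data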;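 also: 0% = median of test compound wells and 100% = no enzyme DMSO wells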
DAX1 inh-1 = DAX1 (NR0B1) inhibitors on StAR promoter, primary screen, cell-based, luminescence, SF-1 (NR5A1), full-length DAX-1. HEK293T StAR-luciferase reporter, SF-1/DAX-1 repression relief. inhibition, % at 6.8 µM. hit rate 1.1% among 370,000. AID 652010, 2013;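 active = inhibition above the mean over all tested compounds plus 3 SD, cut at about 3.6% in these data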;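 also: 0% = DAX-1 cells with DMSO and 100% = cells lacking DAX-1 with DMSO; higher inhibition means more luminescence from relief of DAX-1 repression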
SMARCA2 act = SMARCA2 (BRM) function activators, primary screen, cell-based, luminescence, high throughput; hit rate 1% among 370,000; MG213 cells, MMTV-luciferase reporter, dexamethasone, overnight; activation, % at 9.1 µM; AID 652017, 2013; in the data active = activation above about 7.8%;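 also: 0% = vehicle wells and 100% = reference activator wells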
ssDAF12 agonist = S. stercoralis DAF-12 nuclear receptor activators, primary screen, cell-based, luminescence, HEK293, GRIP1 co-expression, lit1-tk-luc. HEK293 ssDAF-12/GRIP1 lit1-tk-luc reporter; % of 3 µM dafachronic acid response. activation, % at 6.8 µM. hit rate 1% among 370,000;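 active = activation above the mean over all tested compounds plus 3 SD, cut at about 0.9% in these data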;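 also: 0% = DMSO-only wells and 100% = 3 µM delta7-dafachronic acid wells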
DAX1 inh-2 = DAX1 (NR0B1) inhibitors, primary screen, cell-based, HEK293, Gal4-DAX1, luciferase luminescence | Nuclear receptor subfamily 0 group B member 1 (Homo sapiens), P51843 | inhibition, % at 6.75 µM | AID 504766, 2011 | HEK293 Gal4-DAX1 luciferase reporter | hit rate 0.99% among 340,000;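 active = inhibition above the mean over all tested compounds plus 3 SD, cut at about 4.2% in these data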;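 also: 0% = DAX1-transfected cells with DMSO and 100% = empty-vector control cells with DMSO; inhibition shows as a rise in luminescence from relieved DAX1 repression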
hcDAF12 agonist = H. contortus DAF-12 nuclear receptor activators, primary screen, cell-based, luminescence, HEK293, lit1-tk-luc reporter; AID 652067, 2013; hit rate 1.4% among 370,000; HEK293 hcDAF-12 lit1-tk-luc reporter; 0% DMSO, 100% Δ7-dafachronic acid; activation, % at 6.8 µM;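 active = activation above the mean of all tested compounds plus 3 SD, cut at about 5.5% in these data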;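 also: 100% = response to 3 µM Δ7-dafachronic acid high control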
GC-B act = human GC-B receptor activators, primary screen, HEK293 GC-B cells, cGMP TR-FRET, EC30 CNP; Atrial natriuretic peptide receptor 2 (Homo sapiens), P20594; 0% at EC30 CNP, 100% saturating CNP; activation, % at 10 µM; hit rate 0.11% among 370,000;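 active = activation at 10 µM reaching about 35% in either raw or pattern-adjusted values, limit read from the data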
NPR1 activator = GC-A stimulated cGMP production enhancers – HEK293 GC-A cells, cGMP TR-FRET, EC30 ANP, primary screen. Atrial natriuretic peptide receptor 1 (Homo sapiens), P16066. 0% at EC30 ANP, 100% saturating ANP. activation, % at 10 µM. hit rate 0.14% among 370,000. AID 1671463, 2021; in the data active = activation above about 40%
Target sequence (P16066 whole entry, looked up): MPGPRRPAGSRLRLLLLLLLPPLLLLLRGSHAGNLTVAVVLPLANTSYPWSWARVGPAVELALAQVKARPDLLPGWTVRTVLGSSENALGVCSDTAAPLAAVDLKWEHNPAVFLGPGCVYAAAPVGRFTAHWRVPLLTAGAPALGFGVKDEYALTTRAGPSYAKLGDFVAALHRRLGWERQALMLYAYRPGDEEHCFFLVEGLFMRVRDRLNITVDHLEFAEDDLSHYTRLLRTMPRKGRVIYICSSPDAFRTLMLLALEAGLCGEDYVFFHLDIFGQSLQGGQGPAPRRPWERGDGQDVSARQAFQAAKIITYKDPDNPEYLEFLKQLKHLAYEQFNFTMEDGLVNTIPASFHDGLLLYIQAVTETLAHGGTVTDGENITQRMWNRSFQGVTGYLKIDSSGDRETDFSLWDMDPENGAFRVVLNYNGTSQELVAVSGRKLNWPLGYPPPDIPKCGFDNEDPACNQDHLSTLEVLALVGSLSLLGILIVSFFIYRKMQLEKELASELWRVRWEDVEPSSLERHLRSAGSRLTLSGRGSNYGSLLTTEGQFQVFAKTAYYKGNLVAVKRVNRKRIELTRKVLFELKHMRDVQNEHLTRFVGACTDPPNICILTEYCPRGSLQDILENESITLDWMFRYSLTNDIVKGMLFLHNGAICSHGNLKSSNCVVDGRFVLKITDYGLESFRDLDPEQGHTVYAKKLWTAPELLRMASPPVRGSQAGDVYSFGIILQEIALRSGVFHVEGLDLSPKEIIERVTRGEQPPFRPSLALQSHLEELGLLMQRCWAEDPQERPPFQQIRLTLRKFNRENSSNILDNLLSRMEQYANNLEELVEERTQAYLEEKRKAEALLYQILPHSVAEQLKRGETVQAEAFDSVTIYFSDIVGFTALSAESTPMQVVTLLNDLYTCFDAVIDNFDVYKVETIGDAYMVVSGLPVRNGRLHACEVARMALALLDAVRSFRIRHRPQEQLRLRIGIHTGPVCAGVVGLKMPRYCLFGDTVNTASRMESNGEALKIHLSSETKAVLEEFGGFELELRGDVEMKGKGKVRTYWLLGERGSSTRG
hgDAF-12 ag = H. glycines DAF-12 receptor agonists, primary screen, cell-based, luminescence, HEK293, GAL4 fusion, UAS-luciferase; activation, % at 6.8 µM; hit rate 1.8% among 370,000; Nuclear hormone receptor DAF-12 (Heterodera glycines), GAL4 fusion; HEK293 GAL4-hgDAF12 UAS-luciferase reporter, agonist luminescence; normalized to butyrate control;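 active = activation above a cutoff set at the mean of all screened compounds plus 3 SD, cut at about 10% in these data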;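 also: 0% = DMSO wells and 100% = sodium butyrate wells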
GAA850 FXN act = FXN promoter activators, primary screen, cell-based, luciferase luminescence, HEK293 lucGAA850. HEK293 lucGAA850 FXN promoter luciferase reporter, 24 h; percent of 10 µM SAHA response. activation, % at 6 µM. hit rate 0.56% among 360,000;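 active = activation above the average of all compounds screened plus 3 SD, cutoff fixed separately per campaign, cut at about 7.5% in these data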;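 also: 0% = DMSO wells and 100% = 10 µM SAHA wells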
The depositor's hits bear a star; nt = not tested or not shown.

1. COc1cccc(CNCc2ccccc2OC)c1
2. O=C(O)CCCCC1SCC2NC(=O)NC21 (stereo not given)
3. CC(C)(C)NC(=O)C(c1ccncc1)N(C(=O)Cn1nnc(-c2ccc(F)cc2)n1)c1ccccc1 (stereo not given)
4. Cc1ccc(Sc2ccc(C(=O)N(C)C)cc2[N+](=O)[O-])cc1
5. Cc1ccc2cc3c(NC(=O)c4cccnc4)nn(C)c3nc2c1
6. CSc1ccccc1NC(=O)COC(=O)c1ccc(O)cc1
7. O=C(CSc1ncc(C(=O)O)n1-c1ccc(F)cc1)NCc1ccc2c(c1)OCO2
8. CNC(=S)N/N=C/c1cn(Cc2ccc(C)cc2)c2ccccc12

screen / no.	1	2	3	4	5	6	7	8
proKLK7 act	0.4	-0.2	0.3	0.0	1.2	0.2	-0.2	-3.3
HGIII-sPLA2 inh	-7	7	-3	-2	-3	-9	-2	14
DAX1 inh-1	-0.4	0.8	0.0	-0.7	-0.1	-0.2	0.3	-1.5
SMARCA2 act	-2	0	-2	-4	-1	2	-2	-2
ssDAF12 agonist	0.3	-1.8	-0.4	-1.8	-1.0	-1.4	-1.7	-1.4
DAX1 inh-2	-1.5	5.8*	0.1	1.4	-0.7	1.1	-1.4	-2.0
hcDAF12 agonist	-2.9	0.4	-0.6	1.0	0.5	-2.0	-1.0	-2.3
GC-B act	-7	-6	-5	4	nt	0	4	10
NPR1 activator	-9	3	-7	2	nt	-3	3	22
hgDAF-12 ag	-2.7	-1.2	-0.5	-2.7	0.6	-2.4	-0.3	-1.7
GAA850 FXN act	0.3	-1.3	0.8	2.3	-1.4	0.3	0.5	2.3

Entries of single compounds, quoted from the list. Values in the order: proKLK7 act, HGIII-sPLA2 inh, DAX1 inh-1, SMARCA2 act, ssDAF12 agonist, DAX1 inh-2, hcDAF12 agonist, GC-B act, NPR1 activator, hgDAF-12 ag, GAA850 FXN act
COc1cccc(CNCc2ccccc2OC)c1 across the screens: 0.4, -7, -0.4, -2, 0.3, -1.5, -2.9, -7, -9, -2.7, 0.3
O=C(CSc1ncc(C(=O)O)n1-c1ccc(F)cc1)NCc1ccc2c(c1)OCO2 across the screens: -0.2, -2, 0.3, -2, -1.7, -1.4, -1.0, 4, 3, -0.3, 0.5

Going on with the list:
9. Cn1cc(C=O)c2cc(F)ccc21
10. Cn1nc(-c2ccccc2)cc1NC(=O)Nc1ccccc1F
11. CC(=O)N1CCc2cc(S(=O)(=O)NCCCOC(C)C)ccc21
12. O=C(c1nnc(-c2ccncc2)o1)c1ccccc1Cl
13. Clc1ccc(-c2nnc(SCc3nc4ccccc4s3)o2)cc1
14. CCCCn1c(N)c(N(CCC(C)C)C(=O)CSc2nnc(C)s2)c(=O)[nH]c1=O
15. Cc1ccccc1C(=O)NNC(=O)Cc1ccccc1
16. COc1ccccc1NC(=O)C1CCC(CNc2c(N3CCCCC3)c(=O)c2=O)CC1 (stereo not given)

screen / no.	9	10	11	12	13	14	15	16
proKLK7 act	0.0	0.5	0.3	-0.1	-0.5	0.2	-0.3	-0.2
HGIII-sPLA2 inh	8	-2	-3	-6	-14	2	5	-8
DAX1 inh-1	-0.3	1.0	-1.2	-0.5	2.4	0.7	0.2	-0.5
SMARCA2 act	-3	7	-3	-3	5	-2	2	-1
ssDAF12 agonist	-0.4	0.1	-1.2	-1.3	0.5	-1.7	-0.2	-1.1
DAX1 inh-2	-2.1	nt	-1.3	-0.7	-1.1	0.9	-0.7	1.5
hcDAF12 agonist	2.3	1.0	-2.1	-1.8	5.0	-1.6	-1.5	-1.3
GC-B act	0	-3	6	-1	1	7	0	-2
NPR1 activator	-4	2	0	0	1	3	0	5
hgDAF-12 ag	-0.8	1.9	-2.9	2.8	-0.1	1.9	2.1	-2.9
GAA850 FXN act	1.5	1.0	-0.4	2.6	6.2	0.8	1.3	-0.7

17. CC(=O)c1ccc(NC(=O)Nc2ccc([N+](=O)[O-])cc2C)cc1
18. CC(OC(=O)CCCC(=O)Nc1ccc(F)cc1)C(=O)c1ccccc1 (stereo not given)
19. CC(=O)c1cn(-c2ccc(Cl)cc2)c(=O)n(Cc2ccc(F)cc2)c1=O
20. COc1cccc(/C=N/NC(=O)c2cccs2)c1
21. CCS(=O)(=O)N1CCc2nc(-c3ccccc3)sc2C1
22. CC(C)c1[nH]nc2c1C(c1ccc(F)cc1)N(Cc1ccccc1)C2=O (stereo not given)
23. Nc1ccc(S(=O)(=O)c2ccc(N)nc2)cc1
24. CCCCS(=O)(=O)Nc1ccc(Cc2ccncc2)cc1

screen / no.	17	18	19	20	21	22	23	24
proKLK7 act	0.7	-0.1	0.2	-0.5	0.1	0.5	-0.4	0.1
HGIII-sPLA2 inh	-3	3	2	-5	1	-12	-1	1
DAX1 inh-1	-0.6	0.3	-0.6	1.5	1.6	0.2	3.1	-0.7
SMARCA2 act	-2	-3	0	5	8.1*	-5	3	-1
ssDAF12 agonist	-1.1	-1.2	-1.1	-0.5	0.2	-1.1	-0.7	-1.2
DAX1 inh-2	-1.3	-0.4	0.2	10*	4.9*	nt	nt	-0.6
hcDAF12 agonist	-0.6	-0.2	-2.0	2.8	3.2	-1.4	-0.2	-1.3
GC-B act	-2	8	-4	-3	-13	-4	0	1
NPR1 activator	2	0	-2	1	2	9	4	2
hgDAF-12 ag	2.7	-1.5	-2.3	15*	12*	-0.2	2.2	-2.0
GAA850 FXN act	2.0	0.5	0.0	5.3	5.3	nt	0.4	-5.4

Shown with tabs: entries from further up
nr	Compound	proKLK7 act	HGIII-sPLA2 inh	DAX1 inh-1	SMARCA2 act	ssDAF12 agonist	DAX1 inh-2	hcDAF12 agonist	GC-B act	NPR1 activator	hgDAF-12 ag	GAA850 FXN act
20	COc1cccc(/C=N/NC(=O)c2cccs2)c1	-0.5	-5	1.5	5	-0.5	10*	2.8	-3	1	15*	5.3
21	CCS(=O)(=O)N1CCc2nc(-c3ccccc3)sc2C1	0.1	1	1.6	8.1*	0.2	4.9*	3.2	-13	2	12*	5.3
18	CC(OC(=O)CCCC(=O)Nc1ccc(F)cc1)C(=O)c1ccccc1 (stereo not given)	-0.1	3	0.3	-3	-1.2	-0.4	-0.2	8	0	-1.5	0.5
22	CC(C)c1[nH]nc2c1C(c1ccc(F)cc1)N(Cc1ccccc1)C2=O (stereo not given)	0.5	-12	0.2	-5	-1.1	nt	-1.4	-4	9	-0.2	nt
19	CC(=O)c1cn(-c2ccc(Cl)cc2)c(=O)n(Cc2ccc(F)cc2)c1=O	0.2	2	-0.6	0	-1.1	0.2	-2.0	-4	-2	-2.3	0.0
